Lipid storage S3 = qHTS Assay for Lipid Storage Modulators in Drosophila S3 Cells | Drosophila S3 cells, BODIPY lipid droplet fluorescence, 18-24 h; cells fed with added oleic acid | Potency in µM for hits, for the others lipid storage change, negative = inhibition, % at the top dose, mostly 46.1 µM | 320,000 compounds, 0.64% hits | AID 2685; active = well fitted inhibition curve with a large enough effect in the signal ratio, with a control signal flat, not every such curve was filed as active; inconclusive = small, poorly fitted or top-dose-only effect, or effect the other way, or a change in a side signal; the % refers to the signal ratio
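Laser-scanning cytometry quantifies lipid droplet accumulation (500–530 nm total intensity; droplet/cell object ratio) in oleic acid-fed (400 uM added) Drosophila S3 cells treated with a concentration series. 20 uM Triacsin C defined 100% inhibition.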
Lipid storage S3 cell count max = further read-out of Lipid storage S3, marked with its call; cell number change, %; measured here: cell count max response;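 cells counted by Cell Tracker Red CMTPX staining in the red channel; peak over a dose series mostly up to 46.1 µM; percent activity relative to internal control wells on each plate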
The depositor's hits bear a star; i = inactive; ? = inconclusive; . = not tested or not shown. % is set by controls: 0 for no effect and ±100 for the full control effect; potency is the fitted concentration of half-maximal effect. An excerpt (hit frequency here may not be typical).

Start of the listing, in advance:
SMILES	Lipid storage S3	Lipid storage S3 cell count max
O=[N+]([O-])c1ccc(S(=O)(=O)Nc2ccc(-c3ccc(N4CCCC4)nn3)cc2)cc1	?	.
CCSc1ncc(C#N)c(N)n1	?	.
C=CCOc1c(Br)cc(C2C3=C(CCCC3=O)N(C)C3=C2C(=O)CCC3)cc1OCC	?	.
Cc1ccccc1CSc1nnc(C)n1N	?	.
Cc1cc(Cl)ccc1OCCCC(=O)NNC(=O)c1ccncc1	?	.
CCN1CCN(Cc2ccc(NC(=O)Nc3ccc(SC)cc3)cc2)CC1	i	.

Main list, repeating the preview:
SMILES	Lipid storage S3	Lipid storage S3 cell count max
O=[N+]([O-])c1ccc(S(=O)(=O)Nc2ccc(-c3ccc(N4CCCC4)nn3)cc2)cc1	?	.
CCSc1ncc(C#N)c(N)n1	?	.
C=CCOc1c(Br)cc(C2C3=C(CCCC3=O)N(C)C3=C2C(=O)CCC3)cc1OCC	?	.
Cc1ccccc1CSc1nnc(C)n1N	?	.
Cc1cc(Cl)ccc1OCCCC(=O)NNC(=O)c1ccncc1	?	.
CCN1CCN(Cc2ccc(NC(=O)Nc3ccc(SC)cc3)cc2)CC1	i	.
N#CCCN1CCN(S(=O)(=O)c2ccc(S(=O)(=O)N3CCOCC3)cc2)CC1	19%	19
COC(=O)[C@@H]1CCCN1Cc1nc(Cc2ccccc2F)no1	-14%	7
CC(C)(C)c1ccc(C(=O)Nn2cnnc2)cc1	?	.
COc1ccc(NC(=O)Cn2ccc3c(OC)cccc3c2=O)cc1	1%	0
CC(=O)c1ccc(N2CCN(S(=O)(=O)c3csc(C(N)=O)c3)CC2)cc1	i	-27
CC(C)c1ccc(/C=C/C(=O)N2CCCCCC2)cc1	?	.
CCOC(=O)c1nn(-c2ccc(C)cc2)c(=O)cc1OCC(=O)Nc1cccc(OC)c1	?	.
CC(C)OP(=O)(OC(C)C)C(Nc1ccccc1)c1cccc([N+](=O)[O-])c1 (centres undefined)	?	.
CCOc1cc(C)c(Cl)cc1S(=O)(=O)N(CC)CC	?	.
CC1CCCCC1NC(=O)C1CCN(S(=O)(=O)c2cccc3nonc23)CC1 (centres undefined)	?	.
O=C(/C(Br)=C/Nc1cc(Cl)ccc1Cl)C(F)(F)F	24%	-1
Cc1ccc(S(=O)(=O)NCCOc2cc(C)ccc2C)cc1	-19%	8
CCCCC(=O)Nc1cccc2c1C(=O)N(c1ccccc1)C2=O	i	6
CC(C)c1cc(NCC2CCCO2)n2c(nc3ccccc32)c1C#N (centres undefined)	i	22
COc1ccc(SCCN2CC[C@@H](C(C)(C)C)CCC2=O)cc1	?	.
Cn1c(CNc2cccc(C(F)(F)F)c2)n[nH]c1=S	-6%	12
O=[N+]([O-])c1ccc(Cl)cc1N1CCCCC1	-5%	-3
COc1ccc(N(CC(=O)Nc2cccc(SC)c2)S(C)(=O)=O)cc1Cl	?	.
COc1cccc(/C=N/Nc2nnc(C)n2N)c1OCc1ccccc1Cl	?	.
C#CCSc1nccc(-c2nn(-c3ccc(C)cc3)ccc2=O)n1	?	.
COc1ccc(-n2c(C)cc(-c3cn4cccc(C)c4n3)c2C)cc1	?	.
COC(=O)c1sc(S(=O)(=O)NC(Cc2ccccc2)C(=O)O)c(C(=O)OC)c1C (centres undefined)	?	.
Cc1cn2c(nc1=O)OC1C(O)C(COC(=O)c3ccccc3)OC12 (centres undefined)	i	-11
Cc1nc([N+](=O)[O-])c(Sc2nc3ccc([N+](=O)[O-])cc3[nH]2)n1Cc1ccccc1	?	.
COc1ccc(/C=C(/NC(=O)c2ccccc2)C(=O)N2CCCC2)cc1OC	i	-2
COC(=O)c1ccc(CSc2nc3c(c(=O)n2-c2ccc(F)cc2)SCC3)o1	0%	-19
NS(=O)(=O)c1ccc(CCNC(=O)Cc2c[nH]c3ccccc23)cc1	1%	-5
Cc1cccc(/N=C/c2c(O)ccc3oc4c(c23)CCCC4)n1	15%	10
Cc1cccc(-n2cnc3cc([N+](=O)[O-])ccc32)c1	?	.
COc1ccc2nc(N/C(N)=N/S(C)(=O)=O)nc(C)c2c1	-28%	-24
COc1cccc(CNc2nc3nc(C)c(Cl)c(=O)n3[nH]2)c1	6%	15
NC(=O)c1ccccc1NS(=O)(=O)c1cccs1	i	4
O=C(CCCN1C(=O)C(c2ccccc2)Oc2cccnc21)Nc1cccc(F)c1 (centres undefined)	?	.
O=C(Nc1cccc(C(=O)N2CCCC2)c1)c1ccccc1Cl	i	.
CC(=O)OC1COC(n2ccc3cc([N+](=O)[O-])ccc32)C(OC(C)=O)C1OC(C)=O (centres undefined)	?	.
COCc1cc(N2CCN(c3ccccc3F)CC2)nc(-c2ccccc2)n1	?	.
CCC(C)N(C)C1CCN(C(=S)Nc2cccc(OC)c2)CC1 (centres undefined)	?	.
O=C(COc1ccc2c3c(c(=O)oc2c1)CCCC3)NCCCN1CCOCC1	i	-2
O=C(NNC(=O)c1cc(-c2ccccc2)nn1-c1ccccc1)c1ccccc1	17%	14
Cc1ccc(NC(=O)C2CCN(S(=O)(=O)c3ccc4c(c3)NC(=O)CO4)CC2)cc1C	?	.
Cn1c(N)c(C(=O)COC(=O)C23CC4CC(CC(C4)C2)C3)c(=O)n(C)c1=O	i	23
O=C(CCCCl)NC(=S)Nc1ccc(CN2CCOCC2)cc1	?	.

Reprinted at random: 2 compounds from above, in no set order.
SMILES	Lipid storage S3	Lipid storage S3 cell count max
Cn1c(N)c(C(=O)COC(=O)C23CC4CC(CC(C4)C2)C3)c(=O)n(C)c1=O	i	23
O=C(COc1ccc2c3c(c(=O)oc2c1)CCCC3)NCCCN1CCOCC1	i	-2

Remaining list, next part
SMILES	Lipid storage S3	Lipid storage S3 cell count max
COc1ccc(S(=O)(=O)NCC2CCCO2)cc1NC(=O)c1ccc(Cl)cc1 (centres undefined)	?	.
CCNC(=O)c1cc(S(=O)(=O)N2CCSCC2)ccc1OC	-6%	3
CC(C)CCNc1ncnc2c1nnn2Cc1ccccc1	?	.
CC(=O)N1CCN(CC(=O)Nc2cccc(S(=O)(=O)N3CCCCCC3)c2)CC1	?	.
COC(=O)CN1C(=O)COc2ccc(S(=O)(=O)NCc3ccccc3)cc21	?	.
O=C(CN1C(=O)/C(=C/c2ccccc2F)SC1=S)NC1C=CS(=O)(=O)C1 (centres undefined)	16µM*	-4.2*
CCN1CCN(c2cc(C)nc(-c3ccccc3O)n2)CC1	8%	1
O=C1CC(c2cccs2)c2ccc3ccccc3c2N1 (centres undefined)	-9%	.
CN(CCN1CCOCC1)C(=O)c1cc(COc2ccc(F)c(F)c2)on1	?	.
CCCNC(=O)COC(=O)c1cc(C)nc2ccccc12	i	.
CCOC(=O)CSc1nnc(-c2ccc3ncccc3c2)n1C	20%	-5
COc1ccc(C(=O)OCC(=O)NC2CC2)cc1S(=O)(=O)Nc1ccc(C)cc1	?	.
CCCOc1ncnc2c1[nH]c1ccc(OC)cc12	0%	3
Cn1c(=O)[nH]c(NC2CCCCC2)c([N+](=O)[O-])c1=O	-5%	3
Cc1ccc(C(C#N)c2ccc(C(=O)c3ccc(F)cc3)cc2)cc1 (centres undefined)	?	.
O=C(NC1CCCCC1)C1c2ccccc2C(=O)N1Cc1ccco1 (centres undefined)	0%	-1
CCCC(=O)N1CCN(c2nc3ccc(Cl)cc3s2)CC1	i	-8
COc1ccc(/C=C(\C#N)C(=O)OCC(=O)NCc2ccccc2)cc1	9%	-1
CCCNC(=O)/C=C/C(=O)O	-10%	-4
COC(=O)c1cc(S(=O)(=O)N(C)C2CCCCC2)c[nH]1	i	-20
CCOC(=O)CC1C(=O)NCCN1C(=O)c1ccc(F)cc1F (centres undefined)	i	24
Cc1nc2c([nH]1)C1(CCN(Cc3ccccc3)CC1)C(C#N)=C(N)O2	?	.
COc1ccc(C(=O)CSc2nnc(-c3ccco3)c(-c3ccco3)n2)cc1	?	.
CCC(=O)Nc1ccc(F)c(Cl)c1	?	.
CCOc1ccc(NC(=O)CSc2nc3nc(C)cc(C)n3n2)cc1	-6%	2
N#Cc1cccc(NC(=O)C2CCCN(C(=O)c3ccc(Cl)cc3)C2)c1 (centres undefined)	14%	21
CC(=O)c1ccc(NC(=O)CN2CCOCC2)cc1	?	.
C/C=C\C=C/C(=O)Nc1cccc(C2=NOC3(C2)C[C@@H](C(N)=O)N(C(=O)/C=C/C=C\C)C3)c1 (some centres undefined)	?	.
Cc1ccc(S(=O)(=O)N2CCN(Cc3cc(=O)n4ccccc4n3)CC2)cc1C	?	.
Cc1nc2cc(-c3ccccc3)nn2c(C)c1CCC(=O)NCc1ccco1	-6%	-3
Cc1ccc(C=Nc2ccccc2C(N)=O)o1	9%	-8
CN1CCC(=O)N([C@H](CO)Cc2ccccc2)CC1	28%	-12
Cc1ccc(S(=O)(=O)N(C)CC(=O)N2CCN(Cc3ccccc3)CC2)cc1	?	.
Cc1c(C(N)=O)sc2ncn(CCOc3ccccc3)c(=O)c12	15%	17
Cc1cccc(-n2c(-c3ccco3)n[nH]c2=S)c1	?	.
C=CCn1c(SCC(=O)Nc2ccc3c(c2)CCC3)nnc1-c1cccs1	?	.
COc1ccc(NC(=O)c2sc3ncn(CC(=O)N4CCN(c5ccccn5)CC4)c(=O)c3c2C)c(OC)c1	?	.
CCCN1C(=O)/C(=C/c2cc(C)n(C)c2C)SC1=Nc1ccc(OCC)cc1	5%	-5
C=CCc1cccc2cc(C(=O)NNC(=O)c3ccncc3)c(=O)oc12	-9%	-10
O=[N+]([O-])c1ccccc1S(=O)(=O)N1CCN(C2CCCC2)CC1	12%	4
COc1ccc(CN(C)C(=O)c2cc(S(=O)(=O)N3CCOCC3)ccc2N2CCCC2)cc1	29%	27
Cc1cc2cc(CNC(=S)Nc3ccc(OC(F)(F)F)cc3)ccc2[nH]1	?	.
Cc1cc(=O)oc2cc(OC(C)C(=O)NCCCn3ccnc3)ccc12 (centres undefined)	i	6
CC(=O)C1=C(O)C(=O)N(c2ccc(O)cc2)C1c1ccccc1Cl (centres undefined)	i	13
O=C(N/C(=C\c1ccco1)C(=O)N1CCOCC1)c1ccccc1Cl	i	10
COc1ccc(NC(=O)CSc2nc(C(C)C)nc3c2c(=O)n(C)c(=O)n3C)c(OC)c1	?	.
O=C(CCc1ccccc1)NC(=S)NCc1ccco1	?	.
CCN(CC)c1cc(Oc2ccccc2)ncn1	i	-11

Five entries from above in another layout.
Below each compound: Lipid storage S3	Lipid storage S3 cell count max
> COc1ccc(NC(=O)c2sc3ncn(CC(=O)N4CCN(c5ccccn5)CC4)c(=O)c3c2C)c(OC)c1
→ ?	.
> Cc1cc(=O)oc2cc(OC(C)C(=O)NCCCn3ccnc3)ccc12 (centres undefined)
→ i	6
> C=CCc1cccc2cc(C(=O)NNC(=O)c3ccncc3)c(=O)oc12
→ -9%	-10
> COc1ccc(NC(=O)CSc2nc(C(C)C)nc3c2c(=O)n(C)c(=O)n3C)c(OC)c1
→ ?	.
> CCCN1C(=O)/C(=C/c2cc(C)n(C)c2C)SC1=Nc1ccc(OCC)cc1
→ 5%	-5

Further structures.
SMILES	Lipid storage S3	Lipid storage S3 cell count max
O=c1[nH]c2ccc(NC(=S)Nc3ccccc3Cl)cc2[nH]1	i	.
CCOC(=O)c1ccc(NC(=O)Cn2cnc3cc(C)c(C)cc32)cc1	?	.
O=C(COC(=O)CCC(=O)c1cccs1)NCc1ccco1	?	.
CCN(CC)C(=O)CN(c1ccc(F)c(Cl)c1)S(C)(=O)=O	?	.
C=CCOc1c(Cl)cc(CNc2ccc(N(C)C)cc2)cc1OC	?	.
O=c1[nH]c(=O)c2cc([N+](=O)[O-])cc([N+](=O)[O-])c2[nH]1	1%	-2
Cc1[nH]c(=O)nc2c1CCC2	?	.
NC(=O)CC(NC(=O)c1ccc(Br)cc1)c1ccc(N2CCCCCC2)c([N+](=O)[O-])c1 (centres undefined)	23%	-22
CS(=O)(=O)N1CCN(C(=O)COc2ccc3ccccc3c2)CC1	-1%	-4
O=c1c2cc(N3CCOCC3)ccc2[nH]c(=S)n1CCc1ccccc1	9%	-13
O=C(Cn1cc(S(=O)(=O)Cc2ccc([N+](=O)[O-])cc2)c2ccccc21)N1CCOCC1	11%	15
CCOc1cc(CNCCc2ccccc2)ccc1OCC(=O)NC(C)(C)C	?	.
COc1ccccc1C(=O)Nc1nsc(-c2ccccc2)n1	-2%	-3
CCC(NC(=O)c1cccc(Cn2nc(C)c([N+](=O)[O-])c2C)c1)c1ccc(C(C)C)cc1 (centres undefined)	i	-2
O=C(OCC#CCSc1nnc(-c2cccc3ccccc23)o1)c1cc2ccccc2o1	?	.
Cc1oc2cc3oc(=O)c(CCC(=O)NCCCn4ccnc4)c(C)c3cc2c1C	?	.
Cc1cccc(OCC(=O)NNC(=O)Nc2cccc(Cl)c2)c1C	-12%	.
COc1cccc(/C(C)=N/N=C(\C)c2cccc(OC)c2)c1	?	.
CCOc1ccc2[nH]c(=O)c(CN(CCN3CCOCC3)Cc3nnnn3C(C)(C)CC)cc2c1	?	.
Cc1cc(F)ccc1S(=O)(=O)Nc1ccccc1C(=O)Nc1ccccc1-c1nc2ccccc2[nH]1	?	.
Cc1nc2oc3c(NCc4ccccn4)ncnc3c2c2c1COC(C)(C)C2	i	.
CCCOc1ccc(C(CC(=O)O)NC(=O)c2cccs2)cc1 (centres undefined)	?	.
O=C(OC(C(=O)Nc1cccc(C(F)(F)F)c1)c1ccccc1)C1CCCCC1 (centres undefined)	?	.
COc1cc(CNC2CCCCCC2)cc(OC)c1O	9%	-4
Cc1cc(=O)oc2cc(NC(=O)Cc3ccccc3)ccc12	?	.
Cc1ccc(OCc2nc3ccccc3[nH]2)cc1	-9%	15

Bioassay records (PubChem)
